Compound activity deposited in PubChem BioAssay by National Center for Advancing Translational Sciences (NCATS).
IMPase cell inh = qHTS Assay for Identifying the Cell-Membrane Permeable IMPase Inhibitors; CHO-M1 cells, IP1 accumulation, HTRF TR-FRET ratio; inhibition (IP1 accumulation), % at 46.1 µM; 120,000 tested, under 10 active; active means well fitted curve in the direction sought with a large enough effect in the signal ratio, not every such curve was filed as active; inconclusive means small, poorly fitted or top-dose-only effect, or a change in a side signal; inactive means no such curve, though single readings can be large or run the other way; the % refers to the signal ratio;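 further: cells stimulated with carbachol in lithium chloride buffer; plate controls were DMSO basal wells for no effect and reference inhibitor wells for full effect; higher means more IMPase inhibition seen as more IP1 and lower FRET ratio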
Target sequence (P97697 whole entry, looked up): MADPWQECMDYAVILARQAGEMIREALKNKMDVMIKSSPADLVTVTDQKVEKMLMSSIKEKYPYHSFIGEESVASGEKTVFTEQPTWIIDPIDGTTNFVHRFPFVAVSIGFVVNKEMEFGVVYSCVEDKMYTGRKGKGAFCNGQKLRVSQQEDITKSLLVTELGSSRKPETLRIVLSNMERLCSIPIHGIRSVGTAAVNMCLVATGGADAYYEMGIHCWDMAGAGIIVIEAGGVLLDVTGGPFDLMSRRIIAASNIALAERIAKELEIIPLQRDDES
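Cellular IMPase inhibition is scored as a rise in cytosolic IP1, detected by competitive TR-FRET between d2-labelled IP1 and a europium anti-IP1 antibody. M1-expressing CHO cells were stimulated with carbachol for 30 min at 37C, with lithium (50 mM LiCl) present in the buffer.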
ALOX12 inhib = qHTS Assay for Inhibitors of 12-hLO (12-human lipoxygenase). Potency, µM (titrated, usually from 57.1 µM), inactives show at the highest dose activity change, negative = inhibition, hits mostly inhibitors. Polyunsaturated fatty acid lipoxygenase ALOX12 (Homo sapiens), P18054. AID 1452, 2008. 0.12% of 150,000 active. purified 12-hLO, xylenol orange hydroperoxide absorbance; further: potency means the concentration at half of the fitted maximal effect; nearly all actives have a fitted effect of over 55% in size; many of its hits are not listed in these tables
Target sequence (P18054 whole entry, looked up): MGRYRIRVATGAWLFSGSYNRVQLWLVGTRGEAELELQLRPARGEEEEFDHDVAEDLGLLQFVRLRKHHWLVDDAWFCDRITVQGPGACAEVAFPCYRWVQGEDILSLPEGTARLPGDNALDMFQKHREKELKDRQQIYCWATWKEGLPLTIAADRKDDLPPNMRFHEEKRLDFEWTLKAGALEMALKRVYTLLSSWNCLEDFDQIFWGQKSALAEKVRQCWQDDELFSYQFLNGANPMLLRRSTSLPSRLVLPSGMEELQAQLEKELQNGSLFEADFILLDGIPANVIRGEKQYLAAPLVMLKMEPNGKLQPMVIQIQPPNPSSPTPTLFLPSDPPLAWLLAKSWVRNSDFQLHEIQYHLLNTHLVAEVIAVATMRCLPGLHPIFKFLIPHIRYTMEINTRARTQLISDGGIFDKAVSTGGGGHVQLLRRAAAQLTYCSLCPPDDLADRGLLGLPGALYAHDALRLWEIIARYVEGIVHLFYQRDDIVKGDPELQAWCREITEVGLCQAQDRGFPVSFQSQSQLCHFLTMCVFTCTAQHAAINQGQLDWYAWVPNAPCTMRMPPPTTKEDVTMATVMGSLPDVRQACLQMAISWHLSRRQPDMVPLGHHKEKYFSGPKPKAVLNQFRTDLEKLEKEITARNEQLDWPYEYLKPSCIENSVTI
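Xylenol orange chromogenic assay: hydroperoxide from 12hLO oxidises Fe(II), giving red-shifted Fe(III)-XO absorbance. Conditions: 150 nM enzyme, 40 uM arachidonic acid, 25 mM Hepes pH 7.0, 0.01% Triton X-100, 30 min, room temperature.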
PNC assembly inh = High Content Assay for Compounds that inhibit the Assembly of the Perinucleolar Compartment; PC3M PTB-GFP, PNC prevalence imaging, 16 h; stronger effect = lower value; activity change (PNC), negative = inhibition, % at 10 µM; 3.1% of 140,000 active;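 active means readout at or below -70, meaning at least 70% loss of cells showing the perinucleolar compartment, a nuclear body marking cancer cells; inconclusive means readout between -30 and a set limit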;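 further: plate controls were DMSO wells for no effect and camptothecin positive control wells for full effect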
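Read-out is percentage of cells bearing a perinucleolar compartment, from automated 20x imaging of fixed, Hoechst-stained PC3M PTB-GFP cells. Cells were seeded 4 h, then exposed 16 h to compound (23 nl of library stock) in duplicate plates.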
15-hLO-2 inh = qHTS Assay for Inhibitors of 15-hLO-2 (15-human lipoxygenase 2). Polyunsaturated fatty acid lipoxygenase ALOX15B (Homo sapiens), O15296. purified 15hLO-2, xylenol orange hydroperoxide absorbance. Potency, µM (series often up to 57.1 µM), inactives show at the highest dose activity change, negative = inhibition, actives largely listed as inhibitors. 0.56% of 110,000 active; further: potency means the concentration at half of the fitted maximal effect; nearly all actives have a fitted effect of over 60% in size; many of its hits are not listed in these tables
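Purified human 15hLO-2 (50 nM) preincubated 15 min with compound, then 45 uM arachidonic acid for 90 min at RT in 25 mM Hepes pH 7.5, 0.01% Triton X-100. Hydroperoxide detected by Fe-xylenol orange; 573/405 nm absorbance ratio.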
The depositor's hits bear a star; ? = inconclusive; / = not tested or not shown; & = joins results of further samples; [ ] = another dose, or the depositor's remark. Unless noted, the call rests on the fitted dose curve; in most records, active means well fitted curve in the direction sought with a large enough effect; inconclusive means small, poorly fitted or top-dose-only effect, or another doubt; inactive means no such curve, though single readings can be large; an effect the other way counts as inactive or inconclusive. Unless noted, on the % scale 0 is the no-effect control and ±100 the full control effect. A portion of the library (hit frequency here may not be typical).

# | Compound | IMPase cell inh | ALOX12 inhib | PNC assembly inh | 15-hLO-2 inh
1 | Cc1ccc(NC(=O)N2CCN(Cc3ccc4c(c3)OCO4)CC2)cc1 | 1 | -5% | -10 | 17%
2 | Cc1nnc(SCC2CCCO2)n1-c1ccccc1 (stereo not given) | 3 | 0% | ? | -8%
3 | COc1cc(Cl)c(C)cc1NC(=O)CSCC#N | -4 | 1% | 2 | /
4 | CCC/C=C(\CCC)C(NS(=O)(=O)c1ccc(Cl)cc1)c1ccc(C(=O)OC)cc1 (stereo not given) | / | -4% | / | -3%
5 | CN(CC(O)COCc1cccs1)C1CCCCC1 (stereo not given) | -14 | -1% | 47 | 6%
6 | O=C(O)C1CCCN1C(=O)Nc1ccc(F)cc1 (stereo not given) | 11 | ? | -25 | 9%
7 | NS(=O)(=O)c1ccc(NC(=S)Nc2ccc(F)c(F)c2)cc1 | / | -5% | 25 | /
8 | Cc1ccc(-n2nnnc2-c2nc3ccccc3s2)cc1 | / | 2% | -134* | /
9 | Cc1nnsc1C(=O)N/N=C/c1ccc2ccccc2c1O | -7 | -4% | -27 | /
10 | COc1ccc(Nc2nc(C)cc(C)c2C(N)=O)c(OC)c1 | 9[1.84 µM] | 0% | -22 | 8%[11.4 µM]
11 | O=S(=O)(/C=C/c1ccccc1)NC1CCCCCCC1 | / | -2% | -1 | /
12 | O=c1cc(CN2CCN(c3ccc(F)cc3)CC2)nc2sccn12 | -1 | 4% | ? | 6%[2.29 µM]
13 | Oc1ccc(C(=S)N2CCCCC2)cc1Cl | -3 | -7% | -2 | -7%
14 | CCC(C)NC(=O)Cn1cc2c(n1)CCC(C)C2 (stereo not given) | 8 | 7% | -13 | 1%
15 | N#Cc1nc(-c2cccs2)oc1NCCc1ccccc1 | -6 | -1% | -1 | -15%
16 | COc1ccccc1-c1ccc(Nc2cccc(C(F)(F)F)c2)nn1 | 22 | -3% | -15 | /
17 | CCOC(=O)N1CCN(S(=O)(=O)c2cc(OCC(N)=O)c(C)cc2Cl)CC1 | -4 | 4% | 29 | 2%
18 | CC(=O)Nc1ccc(OCC(O)CN2CCN(S(=O)(=O)c3ccc(NC(C)=O)cc3)CC2)cc1 (stereo not given) | -1 | -2% | 3 | 14%
19 | CC1=C(C(=O)OCC(C)C)[C@]23C(=O)c4ccccc4[C@@]2(O1)OC(N)=C3C#N | 5 | 22% | 9 | /
20 | CCOC(=O)C1=CSC2=NS(=O)(=O)CCN12 | 0 | 1% | 2 | -7%
21 | CCOC(=O)c1cc(-c2ccc(Cl)cc2)nc2c1c(C)nn2CCC#N | 16 | 0% | -3 | 4%
22 | CCc1nnc(NC(=O)c2ccc(S(=O)(=O)N3CCCCC3C)cc2)s1 (stereo not given) | -7 | 9% | -2 | -9%
23 | CCOc1ccc(NC(=O)CN2C(=O)C3CC=CCC3C2=O)cc1 (stereo not given) | 4 | -3% | -4 | -5%
24 | C=CCNCCOc1cccc(Br)c1 | / | -3% | ? | /
25 | NNC(=O)c1cccc(COc2cccc(Br)c2)c1 | 3 | 7% | 18 | 20%
26 | COc1cccc(OC)c1C(=O)NC(C)C12CC3CC(CC(C3)C1)C2 (stereo not given) | 6 | 1% | -11 | 3%
27 | COc1ccc(-n2c(C)cc(C(=O)Cn3nc(C(=O)O)c4ccccc4c3=O)c2C)cc1 | / | -1% | 38 | /
28 | Cc1ccc2nc(NC(=O)c3ccco3)sc2c1 | -1 | -14% | -30 | 0%
29 | CO/C([O-])=N/c1c[n+](-c2ccc(Cl)cc2)no1 | 2 | -17% | 16 | -29%
30 | CC1CCCN(C(=O)Cn2c(=O)oc3ccccc32)C1 (stereo not given) | 1 | -3% | 35 | 1%
31 | COC(=O)CSc1nc2cc3c(cc2cc1C)OCCO3 | -1 | -1% | ? | 6%
32 | COc1ccc(OC)c(C2C(C(N)=O)=C(C)Nc3nc(-c4cccc(Cl)c4)nn32)c1 (stereo not given) | -5&7 | -17% | -13 | 10%
33 | Cc1nnc(SCC(=O)NCc2ccccc2)s1 | 5 | 6% | ? | 5%
34 | COc1ccc(N2C(=O)CC(N3CCN(c4nc5ccccc5s4)CC3)C2=O)cc1 (stereo not given) | ? | -4% | 9 | /
35 | CN(C)S(=O)(=O)c1ccc(NCC2COc3ccccc3O2)c([N+](=O)[O-])c1 (stereo not given) | -8 | -2% | 3 | /
36 | CCS(=O)(=O)n1nc(NCc2cccc(OC)c2)nc1NCc1cccc(OC)c1 | 2 | 2% | -1 | 1%
37 | C/C(CC(=O)NCc1ccccc1)=N\NC(=O)c1cnccn1 | -8 | 0% | ? | /
38 | CS[C@]12C(=O)C[C@]3(C)[C@@H](CC[C@@]3(O)C(=O)CO)[C@@H]1CCC1=CC(=O)CC[C@]12C | / | 1%[11.4 µM] | / | -5%[11.4 µM]
39 | O=C(CSc1nc2ccccc2o1)N/N=C/c1ccccc1 | / | -3% | 24 | /
40 | O=C(CC(Nc1ccc(F)cc1)C(=O)O)c1ccccc1 (stereo not given) | 8 | -3% | ? | 5%
41 | COC(=O)C1=C(C)N=C2SCCC(=O)N2C1c1ccc(OC(=O)c2ccco2)cc1 (stereo not given) | -2 | 1% | 57 | /
42 | COc1ccc(-c2ccccc2)cc1NCc1ccc(OC)c(OC)c1 | / | -5% | 22 | /
43 | CCCc1nnc(NC(=O)CN2C(=O)c3ccccc3S2(=O)=O)s1 | 1 | -3% | -29 | 2%[2.29 µM]
44 | Cc1nc(NC(=O)CSc2nnnn2Cc2ccccc2)sc1C | 3 | -8% | 32 | 2%
45 | C=CC(C1=CC(=O)C(OC)=CC1=O)c1ccc(OC)cc1 (stereo not given) | / | ? | / | ?
46 | CC(=O)c1c(C)[nH]c(C(=O)CSc2nnc(-c3ccc(Cl)cc3)n2CC2CCCO2)c1C (stereo not given) | 5 | 6% | 34 | -13%
47 | CC1=CC2=NC(=O)CC(C)(C(=O)N(CC(=O)NC(C)(C)C)C3CCCC3)N2C=C1 (stereo not given) | -14 | -4% | 49 | -1%
48 | C=CCNC(=S)Nc1cc(Cl)ccc1OC | / | -2% | 8 | /
49 | Cn1nnc2sc3c(c2c1=O)CCCC3 | 1 | -7% | ? | 3%
50 | CCc1nc(SCC(=O)NCc2ccc(F)cc2)c2c(=O)n(C)c(=O)n(C)c2n1 | -12 | 1% | ? | -3%
51 | CCOc1ccc(NC(=O)CCSc2nnc(C)s2)cc1 | 13 | -3% | -2 | 0%
52 | O=C(CN1CCOCC1)N(c1ccccc1)c1ccc2ccccc2c1 | -4 | -4% | ? | -21%
53 | Cc1cc(/C=N/n2cnnc2)c(C)n1-c1ccc(C(=O)O)cc1 | 4 | -1% | 0 | 0%
54 | COc1ccc(C(=O)NC(=S)N(Cc2ccccc2)Cc2ccccc2)cc1 | ? | ? | ? | -12%
55 | O=C(Cc1ccc(-n2cnnn2)cc1)NC12CC3CC(CC(C3)C1)C2 | ? | -3% | 18 | -5%
56 | O=C(CNC(=O)c1ccc(Br)o1)Nc1cccc(-c2cnc3ccccc3n2)c1 | 3 | -1% | ? | 0%
57 | Cc1ccc(C(C)C)c(OCC(=O)NNC(=O)C(C(C)C)N2C(=O)c3ccccc3C2=O)c1 (stereo not given) | / | -9% | 36 | /
58 | CCCNCc1cc(OC)c(OCC(=O)NCCc2ccccc2)cc1Br | / | 19% | 26 | /
59 | Cc1cc(C)n(CCCNC(=O)c2ccc(S(=O)(=O)NCc3ccco3)cc2)n1 | -1 | -2% | 25 | 4%
60 | O=C(N/N=C/c1cn(-c2ccccc2)nc1-c1cc2ccccc2o1)c1cccnc1 | / | 0% | -106* | /

Remaining list, next part:
# | Compound | IMPase cell inh | ALOX12 inhib | PNC assembly inh | 15-hLO-2 inh
61 | O=C(Nc1sc2c(c1CN1CCOCC1)CCC2)c1ccc(F)cc1 | / | 0% | -9 | /
62 | O=C(Nc1nc2ccccc2[nH]1)c1ccc(Cl)c(S(=O)(=O)N2CCCC2)c1 | 1 | 10% | ? | 49%[activator]
63 | Cc1ccc2cccc(SCC(=O)NCc3ccco3)c2n1 | -7 | -2% | ? | 18%
64 | CCOC(=O)c1cnc(SC2CC(=O)N(c3ccc(OC)c(OC)c3)C2=O)nc1N (stereo not given) | 3 | 0% | -4 | 3%
65 | CCOC(=O)Cc1cc(-c2ccc(O)cc2)nc2ccc3ccccc3c12 | 5 | -19% | ? | -27%
66 | COc1ccc(/C=C/C(=O)NCCCc2ccccc2)cc1 | / | 3% | 13 | /
67 | COC(=O)c1sccc1-c1ccc(/C=N/OC(=O)c2ccccc2)o1 | -15 | -2% | ? | -12%
68 | C=CCC(=O)OCC(=O)Nc1ccc(Cl)cn1 | 2 | 5% | 41 | 1%
69 | CCC(Sc1nc(=O)cc(N)n1CCc1ccccc1)C(=O)Nc1cc(C)on1 (stereo not given) | -9 | 4% | 18 | -1%
70 | CN1CCCN(Cc2ccc(Cl)cc2Cl)CC1 | 10 | -8% | -14 | 0%
71 | CCOC(=O)c1nnn(CC(=O)N2N=C(c3ccc(Cl)cc3)CC2c2ccccc2)c1C(=O)OCC (stereo not given) | 11 | 1% | -27 | /
72 | O=C1Nc2ccc(S(=O)(=O)N3CCCC3C(=O)O)c3cccc1c23 (stereo not given) | 7 | -1% | 13 | -4%
73 | CN(C)c1nc(Oc2ccc(=O)n(C)n2)nc(N2CCOCC2)n1 | -10 | 4% | -24 | -3%
74 | COc1cc(NC(=O)C2CCCN2S(=O)(=O)c2ccc3c(c2)CCC(=O)N3)cc(OC)c1 (stereo not given) | 6 | -9% | 21 | 1%
75 | Cc1ccc(C)c(NC(=S)N(C)CCc2ccccn2)c1 | / | 1% | -15 | /
76 | Nc1cnc(-c2ccccc2)nc1Cl | / | 1% | 13 | /
77 | CCOC(=O)C1CCN(c2ncnc3c2oc2ccccc23)CC1 | 11 | -12% | 23 | 2%
78 | CCOC(=O)c1ccc(NC(=O)CSc2nnc(COc3ccccc3OC)n2C)cc1 | -6 | 1% | -84* | 5%[2.29 µM]
79 | CC(C)c1cccc2c([Si](C)(C)C)c3c(nc12)-c1cccc(=O)n1C3 | / | -10% | / | -14%
80 | CCOC(=O)c1c(NC(=O)c2ccc(Cl)cc2)csc1C | 2 | -1% | ? | /
81 | CC(=O)Nc1ccc2c(c1)/C(=C/c1ccc([N+](C)(C)C)cc1)c1ccccc1-2 | / | 3%[11.4 µM] | / | 5%[11.4 µM]
82 | Cc1ccc(S(=O)(=O)CCC(=O)O)cc1C | 4 | -4% | -27 | /
83 | Cc1ccccc1OCc1nc2ccccc2c(=O)n1/N=C/c1cn[nH]c1-c1ccc(Br)cc1 | / | 5% | ? | /
84 | Cc1ccc2cc(CN(CCN3CCCC3)C(=O)Nc3ccc(F)cc3)c(=O)[nH]c2c1C | 9 | -3% | 33 | 7%
85 | Cc1nn(-c2ccc(C(=O)O)cc2)c(C)c1Oc1ccccc1O | 2 | -1% | -10 | -9%
86 | CC(Oc1ccccc1)C(=O)Nc1ccc(S(=O)(=O)N2CCOCC2)cc1 (stereo not given) | ? | -1% | 36 | 9%
87 | CC1=CN2C(=N)/C(=C/c3ccco3)C(=O)N=C2S1 | / | 0% | -14 | /
88 | CC(=O)OC1CC(O)C(C)(C)C2CC(OC(C)=O)[C@]3(C)C(CC[C@@]4(C)C(c5ccoc5)OC(=O)C5OC534)[C@]12C (stereo not given in full) | / | -2% | / | -8%

Compounds 84 to 85, quoted:
# | Compound | IMPase cell inh | ALOX12 inhib | PNC assembly inh | 15-hLO-2 inh
84 | Cc1ccc2cc(CN(CCN3CCCC3)C(=O)Nc3ccc(F)cc3)c(=O)[nH]c2c1C | 9 | -3% | 33 | 7%
85 | Cc1nn(-c2ccc(C(=O)O)cc2)c(C)c1Oc1ccccc1O | 2 | -1% | -10 | -9%
